High-throughput results as filed in PubChem BioAssay.
Large T inhibition: TAg ATPase/helicase activity blockers – biochemical (AID 1903) | SV40 large T antigen ATPase/helicase inhibition assay; higher % means a stronger effect | one-dose inhibition, % at 20 µM; IC50 in µM for titrated hits | 0.39% of 310,000 active; in the data active = a potency from the dose series; inconclusive = inhibition mostly from about 32% at the one dose, without a potency; inactive = the rest, 99 in 100 with inhibition below about 32%; also: strong numbers were not always called active
ER stress rescue: protection against thapsigargin-triggered cell killing – 384-well, CSM14.1, ATP luminescence, primary screen (AID 1222); CSM14.1 thapsigargin-induced death rescue, ATP luminescence; higher % means a stronger effect; cellular ATP content (survival), % at 20 µM; hits with a dose series show EC50 in µM; 190,000 tested, under 10 active;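 active = EC50 below 50 µM in the dose-response confirmation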;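 also: death triggered by thapsigargin at about 15 µM added after 2 h compound pretreatment; cell ATP read after overnight thapsigargin exposure of roughly 18 to 22 hours; normalized against plate controls of thapsigargin alone and 5% DMSO vehicle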
RSV antiviral HEp-2: RSV antiviral activity via CPE protection, HEp-2 cells, primary 10 µM value included (AID 2391); CPE inhibition, % at 10 µM, or IC50 in µM where a hit was titrated; HEp-2 cells, RSV-induced CPE inhibition; higher % means a stronger effect; 0.13% of 310,000 active; in the data active = a potency from the dose series; inconclusive = CPE inhibition mostly from about 23% at the one dose, without a potency; inactive = the rest, 99 in 100 with CPE inhibition below about 21%; also: strong numbers were not always called active
Yfh1-depleted yeast: mitochondrial function rescue without frataxin homolog – Friedreich's ataxia, plus single-dose screen, dose response (AID 1465); S. cerevisiae Yfh1-off respiration, WST-1 reduction, 72 h; higher fold induction means a stronger effect; one-dose fold induction at 50 µM; EC50 in µM for titrated hits; 0.074% of 220,000 active;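 active = fold induction of absorbance versus untreated yeast above a set limit, then at least 30% activation at any dose in follow-up; inconclusive = repeats straddling the limit, or above it without dose testing; inactive = fold induction below the set limit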;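 also: activators that raise dye reduction in frataxin-depleted yeast; strong numbers were not always called active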
WT yeast gro inh: growth inhibition of WT yeast, mitochondrial fusion screen; inhibition, % at 10 µM; AID 1362; mitochondrial fusion phenotypic screen, WT strain; 2.1% of 190,000 active; in the data active = inhibition above about 58%; tested in S. cerevisiae
West Nile antiviral: inhibition of WNV-induced cytopathic effect – cell-based, CPE readout (AID 1621) | 0.02% of 290,000 active | West Nile virus-infected cells, CPE inhibition; higher % means a stronger effect | one-dose CPE inhibition, % at 10 µM; IC50 in µM for titrated hits; in the data active = a potency from the dose series; inconclusive = CPE inhibition mostly from about 3.7% at the one dose, without a potency; inactive = the rest, 99 in 100 with CPE inhibition below about 2.2%; also: strong numbers were not always called active
XIAP antagonists: XIAP antagonists, biochemical, IAP family, fluorescence polarization (AID 1018); XIAP BIR domain, fluorescence polarization peptide displacement; higher % means a stronger effect; displacement, % at 20 µM, or IC50 in µM where a hit was titrated; 0.007% of 200,000 active; in the data active = displacement above about 50%; also: a part of the inactive calls stands beside numbers as strong as those of hits
K1F lysis inhibition: inhibition of K1F phage lysis, E. coli UTI89, bacterial capsule biogenesis inhibitors, alamar blue (AID 488966); E. coli UTI89 K1F phage lysis, alamar blue, 2 h; higher % means a stronger effect; inhibition, % at 100 µM, or IC50 in µM where a hit was titrated; 0.02% of 340,000 active;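 active = phage lysis inhibition, versus mean bacterial control, above a set limit; inconclusive = no clear call, values can overlap the other calls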;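 also: capsule biogenesis inhibitors block K1F phage lysis so surviving cells raise fluorescence; higher fluorescence means more inhibition of phage lysis; actives were called in the ten point dose series up to 300 µM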
NS5 inhibitors: Dengue-2 NS5 methyltransferase inhibitors, primary screen, biochemical, confirmation dose response (AID 588689); Dengue-2 NS5 methyltransferase capping enzyme assay, biochemical; higher % means a stronger effect; one-dose inhibition, % at 25 µM; IC50 in µM for titrated hits; 0.3% of 340,000 active; in the data active = a potency from the dose series; inconclusive = inhibition above about 29% without an active follow-up result
WT yeast gro inh mutant strain: also measured in WT yeast gro inh; calls as there; inhibition, %; mitochondrial fusion phenotypic screen, mutant strain inhibition
NS5 inhibitors pilot replicate: recorded beside NS5 inhibitors, whose call it bears; inhibition, %; measured here: pilot screen replicate inhibition
An asterisk follows results filed as active; i = inactive; ? = inconclusive; . = not tested or not shown; [ ] = dose if it differs, or a comment. No enrichment for hits. About 2.2% of those tested had a hit in this group.

SMILES	Large T inhibition	ER stress rescue	RSV antiviral HEp-2	Yfh1-depleted yeast	WT yeast gro inh	WT yeast gro inh mutant strain	West Nile antiviral	XIAP antagonists	K1F lysis inhibition	NS5 inhibitors	others
Cc1cc(NS(=O)(=O)c2ccc(NC(=O)C(C)N3C(=O)c4ccccc4C3=O)cc2)nc(C)n1 (stereo unspecified)	3%	-1.6%	1.5%	i	-1	13	0.1%	-3.5%	1.1%	-3%
O=C(CN1C2=NCCCN2c2ccccc21)c1ccc(Br)s1	-1%	-2.0%	-0.6%	i	12	6	0.2%	-3.7%	-0.1%	-3%
COc1ccccc1NC(=O)c1ccc(NC(=O)COC(=O)C2CCCO2)cc1 (stereo unspecified)	25%	-0.9%	.	i	-8	-6	-0.2%	-1.8%	-0.1%	-2%
CCCCN(CC(=O)NCc1ccc(Cl)cc1)S(=O)(=O)c1ccc2c(c1)OCCO2	5%	-3.4%	1.7%	i	24	-18	-0.5%	-0.6%	2.6%	0%
COCc1nnc(NC(=O)c2ccc(S(=O)(=O)N3CCCc4ccccc43)cc2)o1	7%	.	-0.9%	i	5	-17	-0.9%	-2.8%	0.4%	-3%
Cc1cccc(C(=O)N2CCCC(c3nc(-c4ccc(F)cc4)no3)C2)c1 (stereo unspecified)	12%	.	2.1%	.	.	.	-1.5%	.	0.2%	-5%	NS5 inhibitors pilot replicate=2.1
O=C(O)c1cccc(-n2cccc2/C=C2/NC(=O)N(c3ccc(Cl)cc3)C2=O)c1	?	-1.1%	.	i	-3	7	0.4%	-4.9%	-2.7%	-2%
O=C(NCCc1ccc(Cl)cc1)C1COc2ccccc2O1 (stereo unspecified)	2%	.	0.9%	.	.	.	-0.1%	.	-0.3%	0%
COC(=O)c1sc(N)c(C(=O)OC)c1COC(=O)CNS(=O)(=O)c1cccc(C#N)c1	7%	-1.4%	12%	i	21	-11	-0.9%	-2.9%	3.0%	-1%
CC(=O)COC(=O)c1cccc(N2C(=O)C3C4C=CC(C4)C3C2=O)c1 (stereo unspecified)	8%	.	1.3%	i	-2	-7	0.2%	-2.0%	1.2%	2%
Cc1cccc(-n2ncc3c(NC(C)C)ncnc32)c1	22%	-7.0%	41%	i	-3	-13	1.4%	0.4%	0.5%	1%
O=C(Cc1c(F)cccc1Cl)N(Cc1ccccc1)c1ccccn1	20%	-1.3%	4.0%	i	5	6	-1.0%	-1.5%	-0.4%	-3%
O=C(NC(=S)NCC1CCCO1)c1ccc(Cl)cc1 (stereo unspecified)	14%	-0.6%	2.7%	i	-18	19	-0.3%	-4.0%	4.2%	1%
Cc1ccc2nc(Nc3ccccc3)c(/C=N/O)c(=O)n2c1	9%	3.3%	0.9%	i	-22	15	0.5%	-8.0%	2.1%	-1%
NC(=O)c1cc([N+](=O)[O-])ccc1NCc1cnccn1	16%	.	2.8%	.	.	.	.	.	1.2%	3%
O=C(NCN1CCCCC1)c1cnccn1	11%	-3.5%	0.7%	i	2	1	1.0%	3.8%	0.4%	1%
O=C(O)c1cccc(N2C(=O)c3ccc(C(=O)c4cccc([N+](=O)[O-])c4)cc3C2=O)c1	16%	.	2.7%	i	.	.	0.3%	.	-0.1%	4%
COc1ccc(OC(C)C(=O)Nc2cccnc2)cc1 (stereo unspecified)	3%	-0.9%	1.5%	i	3	10	0.4%	-3.1%	0.9%	4%	NS5 inhibitors pilot replicate=-1.8
CCCNC(=O)NC(C)C12CC3CC(CC(C3)C1)C2 (stereo unspecified)	16%	-0.7%	0.5%	i	1	10	0.7%	-3.3%	0.3%	-1%
Cc1ccc(C)c(C(=O)OCC(=O)N(C)c2ccccc2)c1	10%	.	4.6%	.	.	.	-0.5%	.	0.2%	-4%
C/C(=N\NC(=O)c1ccc(C)cc1C)c1ccc2c(c1)OCO2	7%	7.4%	2.9%	i	-13	7	-1.4%	-2.3%	2.2%	-2%
O=C(Cc1ccccc1[N+](=O)[O-])NC1CC1	10%	1.3%	1.4%	i	3	1	-0.2%	4.3%	1.9%	-4%
O=C(COC(=O)C1CCN(S(=O)(=O)c2cccs2)CC1)Nc1ccccc1	4%	-0.8%	-0.9%	i	1	11	-0.1%	-5.0%	-0.6%	-4%
O=C(Nc1nc2cc3c(cc2s1)OCO3)c1cccc(N2C(=O)CCC2=O)c1	.	.	2.4%	i	.	.	0.3%	.	0.1%	0%
Cc1[nH]nc2c1C(c1ccc(-c3ccc(Cl)cc3)o1)C(C#N)=C(N)O2 (stereo unspecified)	10%	0.5%	?	i	27	5	-0.7%	-3.6%	-0.1%	6%
SMILES	Large T inhibition	ER stress rescue	RSV antiviral HEp-2	Yfh1-depleted yeast	WT yeast gro inh	WT yeast gro inh mutant strain	West Nile antiviral	XIAP antagonists	K1F lysis inhibition	NS5 inhibitors	others
CCNc1ccc2noc3c2c1C(=O)c1ccccc1-3	18%	-0.7%	6.5%	i	46	51	1.4%	-8.9%	0.3%	?
O=C1CCc2ccccc2N1Cc1ccccc1	3%	.	2.2%	.	.	.	0.4%	.	0.0%	2%
O=C(Cc1ccccc1)Nc1ccccc1Sc1ccccc1	7%	-1.4%	11%	i	31	18	-0.7%	-15%	-0.6%	4%
COc1ccccc1-n1cc(C(=O)NCC(=O)N2CCN(c3ccccc3)CC2)c2ccccc2c1=O	10%	3.5%	0.0%	i	-4	1	-0.8%	-2.9%	0.9%	3%
CCOc1c(OC(C)=O)ccc(/C=C/c2ccc3cccc(OC(C)=O)c3n2)c1[N+](=O)[O-]	0%	-0.4%	-3.1%	.	65*	14*	.	-3.1%	-0.1%	0%
COc1ccc(C(=O)C2CCCN(Cc3c(F)ccc(F)c3F)C2)c(OC)c1 (stereo unspecified)	7%	.	2.9%	.	.	.	-0.9%	.	1.2%	7%
Nn1c(SCC(=O)N2CCOCC2)nnc1-c1ccc(Cl)cc1Cl	14%	-0.3%	0.4%	i	5	2	0.1%	-2.6%	0.1%	-2%
CCCOC(=S)NC(=O)c1sc2ccccc2c1Cl	8%	1.0%	1.5%	i	8	4	0.4%	-3.1%	-1.0%	-6%
COc1ccc(Br)cc1S(=O)(=O)N1CCOCC1	19%	.	-0.4%	i	-2	-5	-0.1%	3.4%	-1.1%	-8%
CCCc1cc(=O)c2ccc(OCC(C)=O)cc2o1	-24%	.	2.0%	i	.	.	0.2%	.	0.7%	-9%
CCOC(=O)c1[nH]c2c(c1C)C(=O)CC(c1ccco1)C2 (stereo unspecified)	-2%	.	1.2%	i	-4	-11	0.3%	-4.2%	9.8%	-1%
Fc1ccc(COc2ccccc2CNCc2ccncc2)cc1	5%	-1.5%	2.6%	i	-8	-20	-2.0%	-5.0%	0.5%[50 µM]	2%
CCOc1ccc(-n2c(=O)c3sccc3n(CC(=O)NCc3ccco3)c2=O)cc1	-1%	-0.8%	0.4%	i	-17	-5	-0.1%	-1.0%	6.7%	-5%
COc1ccc(-c2ncncc2-c2ccc(OC)c(OC)c2)c(O)c1	7%	.	1.6%	.	.	.	0.1%	.	-1.1%[50 µM]	-1%
COCCN1C(=O)C(CC(=O)Nc2ccccc2)SC1=Nc1ccc(OC)cc1 (stereo unspecified)	20%	-2.8%	-0.6%	i	1	5	0.2%	-3.7%	1.7%	-9%
C=CCn1c(=O)c2c(nc(Br)n2Cc2ccccc2Cl)n(C)c1=O	2%	-0.5%	8.0%	i	-16	-19	0.0%	0.2%	-0.2%	0%
Cc1cc(C)c2c(n1)sc1c(O)cc(=O)[nH]c12	13%	-3.0%	1.0%	i	.	.	-0.3%	-2.0%	1.3%	-4%
CCCCCC(=O)N1CC2(CC(c3cccc(NC(=O)c4ccccc4)c3)=NO2)C[C@@H]1C(N)=O (stereo partly specified)	5%	-1.3%	0.2%	i	-6	6	-0.1%	-1.3%	0.3%	-10%
O=C(O)c1ccccc1NC(=S)NC(=O)c1cccc2ccccc12	8%	-2.0%	1.7%	i	0	5	0.5%	-4.8%	0.0%	.
COC(=O)c1ccc(N=NNc2ccc(C(=O)OC)cc2)cc1	9%	1.0%	0.8%	i	4	13	-0.4%	0.3%	1.8%	-9%
CC(=O)c1nn(-c2cccc(Br)c2)cc1C(=O)c1ccc2ccccc2c1	5%	2.3%	-1.9%	i	23	20	0.7%	-9.0%	-0.2%	-3%
Cc1ccc(S(=O)(=O)NC(CC(=O)NCC2CCCO2)c2ccco2)cc1 (stereo unspecified)	-3%	-1.8%	0.9%	i	4	1	0.0%	-4.3%	0.2%	-3%
Cc1ccccc1N=C1SCC(=O)N1Cc1ccccc1	9%	-1.9%	0.7%	i	-17	2	-0.7%	-2.0%	1.9%	-5%
COc1ccc(Br)cc1C(=O)Nc1cccc(C)c1	3%	-0.9%	2.2%	i	13	4	0.1%	-2.3%	1.6%	-10%
O=C(NCC1CCCO1)c1ccc(COc2ccc(F)cc2)o1 (stereo unspecified)	-6%	-0.7%	1.4%	i	13	8	-0.7%	-1.0%	1.5%	2%
SMILES	Large T inhibition	ER stress rescue	RSV antiviral HEp-2	Yfh1-depleted yeast	WT yeast gro inh	WT yeast gro inh mutant strain	West Nile antiviral	XIAP antagonists	K1F lysis inhibition	NS5 inhibitors	others
CCOC(=O)c1cnc2c(Cl)cc(Cl)cc2c1NCCOCCO	6%	1.0%	-0.4%	i	2	-3	-0.6%	-22%	1.1%	-1%
COc1ccc(OC)c(CCNC(=O)CC2(CC3=NS(=O)(=O)c4ccccc4N3)CCCC2)c1	.	.	2.5%	.	.	.	-0.4%	.	-0.2%	-7%
COc1cccc2cc(C(=O)N(C)C)c(=O)oc12	-1%	-1.6%	0.1%	i	3	7	-0.1%	-3.6%	-0.3%	-4%
COc1ccc(N2C(=O)C3CC=C(Cl)CC3C2=O)cc1 (stereo unspecified)	2%	1.5%	1.9%	i	9	14	-0.5%	-5.1%	0.4%	0%
Cc1ccc(C)c(NS(=O)(=O)c2ccccc2C)c1	8%	.	9.3%	.	.	.	-1.4%	.	-0.1%	-3%
CC[C@@H](C)C(NC(=O)OC(C)(C)C)c1cn([C@@H](CCCCNC(=O)OC(C)(C)C)C(=O)N2CCN(C(=O)OC(C)(C)C)CC2)nn1 (stereo partly specified)	2%	6.3%	0.7%	i	6	-4	0.9%	-1.3%	5.8%	16%

Entries from the list above that contain an NH in an aromatic ring, in the order listed:
SMILES	Large T inhibition	ER stress rescue	RSV antiviral HEp-2	Yfh1-depleted yeast	WT yeast gro inh	WT yeast gro inh mutant strain	West Nile antiviral	XIAP antagonists	K1F lysis inhibition	NS5 inhibitors	others
Cc1[nH]nc2c1C(c1ccc(-c3ccc(Cl)cc3)o1)C(C#N)=C(N)O2 (stereo unspecified)	10%	0.5%	?	i	27	5	-0.7%	-3.6%	-0.1%	6%
CCOC(=O)c1[nH]c2c(c1C)C(=O)CC(c1ccco1)C2 (stereo unspecified)	-2%	.	1.2%	i	-4	-11	0.3%	-4.2%	9.8%	-1%
Cc1cc(C)c2c(n1)sc1c(O)cc(=O)[nH]c12	13%	-3.0%	1.0%	i	.	.	-0.3%	-2.0%	1.3%	-4%
